Apaf1 inhib = inhibitors of human Apaf-1 apoptosome, primary screen, biochemical, DEVD-Rh110 fluorescence, uHTS; Apoptotic protease-activating factor 1 (Homo sapiens), O14727; reconstituted apoptosome caspase-3 activity; inhibition, % at 20 µM; 0.71% of 330,000 active; active = inhibition of at least 40% at 20 µM;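 also: plate controls were DMSO wells for no effect and DEVD-CHO caspase inhibitor wells for full effect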
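Material: reconstituted apoptosome with Apaf-1, cytochrome c, caspase-9, procaspase-3, dATP / Buffer or medium: pH 7.5 Hepes buffer with CHAPS, BSA, DTT / Also added: cytochrome c with DEVD-Rh110 / Schedule: compound with Apaf-1, dATP, procaspase-3 30 min, then 50 min reaction, room temperature / Technique: rhodamine 110 fluorescence at Ex 480/Em 540 nm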
697 NFkB inh = inhibitors of PMA/ionomycin-induced NF-kB reporter, 697 cells, primary screen, B-cell NF-kB inhibitor project, cell-based, luminescence, uHTS; 697 B-cell NF-kB luciferase reporter, 16 h; inhibition, % at 4 µM; 0.33% of 330,000 active; AID 435022, 2010; in the data active = inhibition above about 35%
SENP8 block = SENP8 protease inhibitors, primary screen, biochemical, luminescence | Sentrin-specific protease 8 (Homo sapiens), Q96LD8 | purified SENP8, Z-RLRGG-aminoluciferin cleavage | inhibition, % at 10 µM | 1.2% of 330,000 active | AID 2540, 2010
Target sequence (Q96LD8 whole entry, looked up): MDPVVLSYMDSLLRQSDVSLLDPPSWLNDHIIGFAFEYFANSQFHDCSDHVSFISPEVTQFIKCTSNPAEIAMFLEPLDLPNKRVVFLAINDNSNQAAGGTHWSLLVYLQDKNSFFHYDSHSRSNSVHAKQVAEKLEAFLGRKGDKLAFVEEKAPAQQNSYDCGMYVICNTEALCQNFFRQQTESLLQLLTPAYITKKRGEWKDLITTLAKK
UBC13 polyUb = UBC13 polyubiquitin chain formation inhibitors, primary screen, biochemical, TR-FRET, uHTS | inhibition, % at 20 µM | Ubiquitin-conjugating enzyme E2 N (Homo sapiens), P61088 | AID 485273, 2010 | 0.47% of 330,000 active; in the data active = inhibition above about 45%, passing the limit was not always enough
Target sequence (P61088 whole entry, looked up): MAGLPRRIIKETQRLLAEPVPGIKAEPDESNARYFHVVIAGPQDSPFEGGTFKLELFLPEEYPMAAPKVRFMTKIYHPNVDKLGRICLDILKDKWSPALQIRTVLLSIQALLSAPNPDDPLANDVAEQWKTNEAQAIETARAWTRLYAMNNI
Gli-Sufu block = Gli-Sufu pathway antagonists, primary screen, luciferase luminescence, Sufu-KO-LIGHT cells, uHTS; Sufu-KO-LIGHT fibroblasts, Gli luciferase reporter luminescence; inhibition, % at 5 µM; 0.74% of 340,000 active; AID 588413, 2011;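 active = inhibition above about 55%, limit read from the data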;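 also: 0% = DMSO-treated cells and 100% = wells with medium but no cells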
SENP7 block = SENP7 protease inhibitors, primary screen, biochemical, luminescence, uHTS | Sentrin-specific protease 7 (Homo sapiens), Q9BQF6 | recombinant SENP7, Z-RLRGG-aminoluciferin luminescence, 40 min | inhibition, % at 5 µM | 1.5% of 330,000 active;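 active = inhibition above about 50% at the single test dose, limit read from the data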;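 also: plate controls were DMSO with enzyme for no effect and no enzyme buffer wells for full effect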
Target sequence (Q9BQF6 706-1050 limits assumed): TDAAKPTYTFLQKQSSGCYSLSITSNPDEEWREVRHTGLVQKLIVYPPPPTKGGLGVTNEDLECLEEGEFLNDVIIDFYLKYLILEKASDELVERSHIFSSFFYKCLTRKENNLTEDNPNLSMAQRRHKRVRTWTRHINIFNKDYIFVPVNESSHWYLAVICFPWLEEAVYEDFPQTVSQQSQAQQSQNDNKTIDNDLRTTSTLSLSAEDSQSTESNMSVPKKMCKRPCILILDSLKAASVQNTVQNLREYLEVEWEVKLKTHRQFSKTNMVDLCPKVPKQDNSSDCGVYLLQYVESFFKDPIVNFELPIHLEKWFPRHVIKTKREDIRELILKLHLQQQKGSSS
Jurkat NFkB inh = inhibitors of induced NF-kB luciferase reporter, primary screen, TCR NF-kB activation inhibitor project, cell-based, luminescence, uHTS; Jurkat, PMA/ionomycin-induced NF-kB luciferase reporter; 0.53% of 330,000 active; inhibition, % at 4 µM
HKDC1 inhibitor = HKDC1 hexokinase inhibitors, primary screen, biochemical, fluorescence, uHTS; Q2TB90; recombinant HKDC1, G6PDH/diaphorase resazurin coupled fluorescence; inhibition, % at 20 µM; 0.16% of 340,000 active;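 active = inhibition above about 35% when tested at 20 µM, limit read from the data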;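 also: plate controls were DMSO wells with enzyme for no effect and DMSO wells lacking enzyme for full effect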
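Test system: recombinant HKDC1 (HK5) hexokinase enzyme, produced in-house / Doses: 20 µM test compound, 1% DMSO / Timing: 90 min, room temperature / Detection: G6PDH/diaphorase-coupled fluorescence, 1 mM NADP, 100 µM resazurin, 525/613 nm / Control set: DMSO wells with and without enzyme mix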
Active calls of the source: *. Rule as the data show it, unless noted: active = inhibition above about 50%; inactive = the rest. Compounds were not picked by outcome; about 3.6% have a hit in one of these screens.

SMILES | Apaf1 inhib | 697 NFkB inh | SENP8 block | UBC13 polyUb | Gli-Sufu block | SENP7 block | Jurkat NFkB inh | HKDC1 inhibitor
OC[C@H]1O[C@@H](O[C@@H]2[C@@H](CO)O[C@@](O)(CO)[C@H]2O)[C@H](O)[C@@H](O)[C@H]1O | -4 | -18 | 4 | 3 | 0 | 3 | -16 | -2
CCCn1nnnc1SCC(=O)NNC(=O)c1ccco1 | 2 | 14 | 3 | -9 | -2 | 7 | -16 | 5
Nc1cccc(Nc2nc(OC(C(F)(F)F)C(F)(F)F)nc(OC(C(F)(F)F)C(F)(F)F)n2)c1 | 15 | 14 | -7 | 2 | -7 | 2 | -6 | 12
COC(=O)[C@H](Cc1ccccc1)NC(=O)Cn1cnc2c(OCc3ccccc3)ncnc21 | 2 | -21 | -3 | 1 | -8 | -1 | -22 | -7
CC(=O)c1ccc(N2CCc3ccccc3C2)c([N+](=O)[O-])c1 | -7 | -31 | 2 | -4 | 27 | -10 | -23 | 5
CC(C)(C)C(=O)NCC12C=CC(O1)C1C(=O)N(c3ccccc3)C(=O)C12 (configuration not stated) | -2 | 5 | -3 | 3 | -2 | 1 | 2 | -5
COc1ccc(S(=O)(=O)Nc2ccccc2C(=O)NN2CCOCC2)cc1OC | -6 | 20 | 10 | 4 | 1 | -9 | 6 | -4
COc1ccc(NC(=O)C(NC(=O)CC2NC(=O)NC2=O)c2ccccc2)cc1 (configuration not stated) | -12 | -2 | -5 | 6 | -3 | -4 | -3 | -9
Cc1ccc(Nc2nnc(SCC3CCCCO3)s2)cc1 (configuration not stated) | 2 | -43 | -15 | -2 | -28 | -13 | -57 | -15
COc1ccc(C(=O)Nc2ccccc2C(=O)NC(C)C)cc1OC | -1 | 4 | -4 | 8 | 3 | 5 | 8 | 2
CC(=O)NCc1nc2ccccc2n1Cc1ccccc1C | 4 | -3 | -5 | -3 | 15 | -11 | -1 | 4
O=C(CNCc1ccco1)Nc1ccccc1-n1cccc1 | -8 | -16 | 4 | 1 | 0 | -2 | -2 | -5
Cc1cc(C(=O)NCCN2CCOCC2)ccc1[N+](=O)[O-] | 3 | 18 | -3 | 6 | 2 | -21 | 19 | -6
Cc1cccc(-c2cc3nc(C)cc(C)n3n2)c1 | 5 | -127 | 54* | 11 | -173 | 78* | -84 | -8
COc1ccccc1C(=O)OCC(=O)Nc1ccccc1OC(F)F | -13 | 12 | -10 | -1 | 3 | -5 | 5 | -7
CC1CCCCN1S(=O)(=O)c1cn(C)c(=O)n(C)c1=O (configuration not stated) | -5 | 6 | 6 | 4 | 4 | -7 | 10 | -2
O=C(O)c1cc(-c2cccs2)nn1-c1ccc(F)cc1 | -1 | 18 | -4 | 8 | 16 | 6 | 3 | -6
Nc1cccc(C(=O)O)c1 | -12 | 12 | 8 | 3 | -8 | 5 | 10 | -10
CCc1cc(-c2n[nH]c(C)c2-c2nc3ccccc3s2)c(O)cc1OCC(=O)NN | 21 | 10 | -3 | 30 | -15 | -9 | -12 | -6
COCCCn1c(SCC(=O)NC2CCCCC2)nnc1-c1ccco1 | 7 | 0 | 0 | 1 | -8 | 7 | 3 | -9
O=C(COC(=O)c1ccncc1)NCc1ccccc1 | -7 | 4 | -5 | 9 | 4 | -5 | 0 | -6
CCCC(=O)Nc1ccccc1-c1nnc(SC)[nH]c1=O | -9 | -5 | -5 | -7 | 38 | -8 | 1 | -2
COc1ccccc1C(=O)NCCC(=O)N1CC(=O)Nc2ccccc21 | 2 | 8 | 2 | 2 | 10 | -1 | -1 | -7
Cc1c2cnn(-c3ccccc3)c(=O)c2c(C)n1CCCC(=O)NCCN1CCN(C)CC1 | 14 | 7 | -3 | 11 | -19 | -9 | -2 | -4
CC(=O)c1c(N)n(C)c(=O)n(C)c1=O | -11 | 6 | -2 | 4 | -6 | -1 | 21 | 0
CCOc1cc(C2C3=C(CC(C)(C)CC3=O)Nc3n[nH]c(C)c32)ccc1O (configuration not stated) | -4 | 14 | -2 | 0 | 9 | -2 | -2 | -11
O=c1c(Cc2c(F)cccc2Cl)c(O)ccn1Cc1ccc2c(c1)OCO2 | -6 | 16 | -2 | 0 | -10 | 2 | -4 | -4
Cc1noc(/C=C/N(C)C)c1S(=O)(=O)N1CCCC(C(=O)NCc2ccc(Cl)cc2)C1 (configuration not stated) | 4 | 7 | -2 | 14 | 14 | 5 | -2 | -7
Cc1c(Cl)cccc1N1C(=O)C2ON(c3ccccc3)C(c3cccnc3)C2C1=O (configuration not stated) | 10 | -16 | -3 | -5 | -1 | -13 | -6 | -1
FC(F)(F)c1cccc(Cn2c3[n+](c4ccc(C(F)(F)F)cc42)CCCCC3)c1 | -8 | -1 | 4 | 7 | 11 | 8 | 7 | -3
O=c1[nH]ncn1-c1ccccc1 | 6 | 12 | 4 | 9 | 17 | -3 | 6 | -8
O=C(NCCCO)/C(=C\c1ccco1)NC(=O)c1ccc(Br)o1 | -7 | 13 | 6 | -8 | -2 | 2 | 9 | -13
CC(=O)c1ccc(N2CCN(S(=O)(=O)c3ccc4c(c3)NC(=O)CC(=O)N4)CC2)cc1 | -20 | -34 | 2 | 2 | -4 | -5 | -12 | -2
CC(=O)c1ccc(N2CCN(S(=O)(=O)c3cn(C)c(C)n3)CC2)cc1 | -10 | 16 | -4 | 6 | -10 | -1 | -11 | -1
O=C(NC1CC2CCC(C1)N2C(=O)NCc1ccccc1)C1CC1 (configuration not stated) | -6 | 3 | -5 | -4 | -2 | -1 | 3 | 1
Cc1cc2cc(CN(Cc3cccs3)C(=S)NCC3CCCO3)c(=O)[nH]c2cc1C (configuration not stated) | 25 | -18 | -5 | -10 | 5 | -4 | -3 | 5
CN(Cc1ccccc1)c1oc(COc2ccccc2F)nc1C#N | 6 | 1 | -1 | 9 | 1 | -4 | 8 | -2
CCOc1ccc(NC(=O)CN(C)CC(=O)NC(C)c2ccccc2)cc1OCC (configuration not stated) | -23 | 3 | -5 | -6 | -2 | 4 | 13 | 0
Cc1nc(SCC(=O)Nn2c(-c3ccccc3)nc3ccccc3c2=O)n[nH]1 | 1 | 8 | 3 | -3 | 4 | 0 | -3 | -2
CCOc1ccc(-c2noc(CCCC(=O)NC3CCCC3)n2)cc1OC | 2 | 4 | 0 | 6 | -5 | 4 | 4 | -6
O=C(COC(=O)c1cncc(Br)c1)NC1CCCCC1 | 5 | 0 | -16 | -3 | 0 | -6 | -1 | -10
Cc1cc(C)c(S(=O)(=O)NCC(c2cccnc2)N2CCN(Cc3ccccc3)CC2)c(C)c1 (configuration not stated) | 16 | -21 | -14 | 0 | 30 | -10 | -17 | -3
Cc1ccc2c(c1)C1CN(C)CCC1N2S(=O)(=O)c1cccc(F)c1 (configuration not stated) | 1 | 25 | -2 | 14 | 14 | 0 | -2 | -5
Oc1ccc(Cl)cc1CNCc1cccc2ccccc12 | 12 | -9 | -1 | 34 | 2 | 1 | 6 | -3
CC(C)(C)Nc1nc(Cl)nc(NCCN2CCOCC2)n1 | -4 | 10 | -6 | 7 | 1 | 5 | -16 | -5
CS(=O)(=O)c1ccc2nc(NC(=O)CN3C(=O)C4CC=CCC4C3=O)sc2c1 (configuration not stated) | 2 | -9 | -9 | 2 | 3 | -12 | -9 | 1
Cc1ccc(C(=O)NC2CCN(CC(=O)Nc3c(C)cc(C)cc3C)CC2)cc1 | -9 | -4 | 2 | -4 | -14 | 8 | 0 | -4
CCCC(=O)Nc1ccc(NC(=O)c2cc3ccccc3o2)c(OC)c1 | -13 | -49 | 2 | 8 | -61 | 54* | -83 | -2
CCOc1ccc(NC(=O)CN(C)C(=O)Cc2c(C)nc3ccccc3c2C)cc1OCC | 6 | -4 | 5 | -8 | 5 | -2 | 16 | -9
CCONc1ncnc2nonc12 | -15 | 12 | -6 | -1 | -1 | 2 | 3 | -3
CC1(C)CN(c2ccsc2C(=O)O)C1=O | 0 | 25 | -5 | 0 | 2 | -2 | -9 | 8
COc1ccc(NC(=S)NC(=O)/C=C/c2ccco2)c(OC)c1 | 15 | -3 | 6 | -8 | -7 | 0 | 5 | -2
NC(=S)N/N=C1\CC(n2nnnc2-c2ccccc2Cl)C2COC1O2 (configuration not stated) | 5 | 4 | 32 | 5 | -3 | 0 | -12 | -5
CCc1ccc(N(CC(=O)Nc2nc3ccc(C)cc3s2)S(=O)(=O)c2c(C)noc2C)cc1 | 15 | -23 | 3 | -1 | -1 | 9 | -3 | 4
O=c1c2cnn(-c3ccccc3)c2nnn1/N=C/c1cccnc1 | 11 | -15 | 0 | -15 | 8 | 6 | -18 | -7
COc1ccc(CCNC(=S)NC(=O)c2cccc(Cl)c2)cc1OC | 25 | -11 | -10 | 2 | 5 | 10 | 0 | -3
CS(=O)(=O)N(CC(=O)N1CCCC1)c1cccc(F)c1 | -4 | -8 | -12 | -7 | -15 | -20 | -11 | -5
Clc1ccc(-c2nc3nc4ccccc4nc3n2Cc2ccco2)cc1 | 19 | -418 | 4 | 0 | -3 | 5 | -103 | -1
CC(C)CC(C)c1cc(N)nc2nc3ccccc3n12 (configuration not stated) | -6 | -12 | 3 | 15 | 14 | -1 | 6 | -4
COC(=O)C(C)(C)ONC(=O)Nc1ccc(Br)cc1 | 0 | -33 | 7 | -9 | -6 | 3 | -18 | 6
Remaining list, next part:
SMILES | Apaf1 inhib | 697 NFkB inh | SENP8 block | UBC13 polyUb | Gli-Sufu block | SENP7 block | Jurkat NFkB inh | HKDC1 inhibitor
O=S(=O)(NCCN1CCOCC1)c1ccc(-c2ccc(S(=O)(=O)NCCN3CCOCC3)cc2)cc1 | 0 | 4 | 1 | 5 | 4 | -7 | 22 | -6
CCCNC(=S)NC1CC2CCC(C1)N2Cc1ccccc1 (configuration not stated) | -15 | 6 | -9 | -6 | 11 | 11 | -24 | 3
NC(=O)c1cc(S(=O)(=O)Nc2ccc(OC(F)(F)F)cc2)cs1 | 7 | 0 | 2 | 2 | 7 | 4 | 12 | 2
O=C(CCCN1C(=O)c2ccccc2C1=O)NCCc1ccc(OC(F)F)cc1 | 3 | 10 | 0 | 7 | -7 | -1 | 1 | -3
CC(=O)Nc1ccc(NC(=O)Cn2c(=O)n(-c3ccccc3)c(=O)c3oc4ccccc4c32)cc1 | -22 | 16 | 6 | 13 | 0 | 4 | 5 | -9

Quoted at random: six records from the list.
SMILES | Apaf1 inhib | 697 NFkB inh | SENP8 block | UBC13 polyUb | Gli-Sufu block | SENP7 block | Jurkat NFkB inh | HKDC1 inhibitor
O=C(CCCN1C(=O)c2ccccc2C1=O)NCCc1ccc(OC(F)F)cc1 | 3 | 10 | 0 | 7 | -7 | -1 | 1 | -3
CS(=O)(=O)N(CC(=O)N1CCCC1)c1cccc(F)c1 | -4 | -8 | -12 | -7 | -15 | -20 | -11 | -5
Oc1ccc(Cl)cc1CNCc1cccc2ccccc12 | 12 | -9 | -1 | 34 | 2 | 1 | 6 | -3
CC(C)CC(C)c1cc(N)nc2nc3ccccc3n12 (configuration not stated) | -6 | -12 | 3 | 15 | 14 | -1 | 6 | -4
CC(=O)c1ccc(N2CCN(S(=O)(=O)c3cn(C)c(C)n3)CC2)cc1 | -10 | 16 | -4 | 6 | -10 | -1 | -11 | -1
CC(=O)c1ccc(N2CCc3ccccc3C2)c([N+](=O)[O-])c1 | -7 | -31 | 2 | -4 | 27 | -10 | -23 | 5
